# TPT1 inh = Candida albicans TPT1 enzyme inhibitors, primary screen, biochemical, fluorescence polarization. tRNA 2'-phosphotransferase TPT1 (Candida albicans SC5314). recombinant caTPT1, FP RNA substrate dephosphorylation. inhibition, % at 5 µM. 300,000 compounds, 0.81% hits. AID 1962, 2009;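 active = inhibition above the mean of all tested compounds plus 3 SD, set per screening campaign, cut at about 24% in these data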;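 also: plate controls were DMSO alone for no effect and ferristatin control at 100 nM for full effect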
# AHR act = AHR activators, primary screen, cell-based, luminescence, luciferase reporter, human; Aryl hydrocarbon receptor (Homo sapiens), P35869; AHR-responsive luciferase reporter cells; activation, % at 5 µM; 320,000 compounds, 2.5% hits; in the data active = activation above about 47%;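 also: 0% = vehicle wells and 100% = reference agonist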
# PP1 inh = PP1-alpha phosphatase inhibitors, primary screen, counter-screen for PP5 inhibitor project, biochemical, fluorescence, OMFP substrate, single point; Serine/threonine-protein phosphatase PP1-alpha catalytic subunit (Homo sapiens), P62136; purified PP1alpha; inhibition, % at 6.7 µM; 320,000 compounds, 0.9% hits;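 active = inhibition above the mean inhibition of all tested compounds plus 3 SD, computed separately for each screening campaign, cut at about 15% in these data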
# Target sequence (P62136 whole entry, looked up): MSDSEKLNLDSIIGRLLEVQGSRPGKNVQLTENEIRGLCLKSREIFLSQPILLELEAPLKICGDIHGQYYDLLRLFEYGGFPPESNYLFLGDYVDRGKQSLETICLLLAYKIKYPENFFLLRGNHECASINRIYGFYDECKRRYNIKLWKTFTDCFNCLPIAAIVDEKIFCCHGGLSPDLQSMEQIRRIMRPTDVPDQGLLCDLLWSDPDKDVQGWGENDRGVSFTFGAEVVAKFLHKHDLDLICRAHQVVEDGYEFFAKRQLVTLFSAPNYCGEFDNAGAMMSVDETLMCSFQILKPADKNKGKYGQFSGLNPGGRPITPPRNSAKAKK
# PP5 inh = PP5 phosphatase inhibitors, primary screen, biochemical, fluorescence. Serine/threonine-protein phosphatase 5 (Homo sapiens), P53041. purified PP5c, OMFP substrate fluorescence. inhibition, % at 6.7 µM. 320,000 compounds, 0.18% hits. AID 1987, 2009;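 active = inhibition above the campaign's mean inhibition across all tested compounds plus 3 SD, cut at about 9.5% in these data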;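 also: 0% = DMSO only and 100% = 100 µM cantharidin control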
# Fh CTSL1 inh = Fasciola hepatica cathepsin L1 inhibitors, primary screen, counter-screen for PFM18AAP inhibitor project, biochemical, QFRET, fluorogenic peptide substrate; inhibition, % at 5.96 µM; AID 1906, 2009; recombinant F. hepatica cathepsin L1, Z-Leu-Arg-MCA fluorescence; 300,000 compounds, 0.49% hits;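 active = inhibition above the mean of all tested compounds plus 3 SD, set per screening campaign, cut at about 17% in these data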;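 also: 0% = plate median of test compound wells and 100% = 1 µM Z-Phe-Ala-diazomethylketone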
# PAFAH2 FP inh = PAFAH2 enzyme inhibitors, primary screen, biochemical, fluorescence polarization, human. recombinant PAFAH2, FP-rhodamine activity probe. 340,000 compounds, 0.99% hits. AID 492956, 2010. inhibition, % at 3.39 µM. Platelet-activating factor acetylhydrolase 2, cytoplasmic (Homo sapiens), Q99487;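 active = inhibition above the mean over all tested compounds plus 3 SD, cut at about 30% in these data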;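 also: inhibitors block probe labeling of enzyme so polarization drops; 0% = enzyme with DMSO and 100% = wells lacking PAFAH2 protein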
# HCV core dimer = inhibitors of HCV core protein dimerization, primary screen, biochemical, TR-FRET, high-throughput. TR-FRET GST/Flag-core106 dimerization, 1536-well. inhibition, % at 5 µM. 300,000 compounds, 0.33% hits;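 active = inhibition above the mean of all tested compounds plus 3 SD, set per screening campaign, cut at about 45% in these data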
#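 Assay system: tagged HCV core106 pair (GST and Flag); medium: KF-containing HEPES buffer, pH 7.45, DTT, CHAPS, BSA; also added: Eu donor and XL665 acceptor anti-tag antibodies; dosing: 5 µM single dose; timing: compound-protein-antibody incubation 4 h at 22.5 °C; signal: TR-FRET 671 and 617 nm emission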
# proCasp3 act = activators of human procaspase-3 D3A mutant, primary screen, biochemical, absorbance, PC-3 D3A mutant, single concentration | AID 463141, 2010 | Caspase-3 (Homo sapiens), P42574 | activation, % at 8.5 µM | 330,000 compounds, 0.11% hits | recombinant procaspase-3 D3A, Ac-DEVD-pNA absorbance 405 nm;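 active = activation above the mean of all tested compounds plus 3 SD, cut at about 21% in these data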;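 also: 0% = DMSO alone and 100% = DMSO wells spiked with extra 5 µM PC-3 D3A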
# Target sequence (P42574 whole entry D9A/D28A/D175A): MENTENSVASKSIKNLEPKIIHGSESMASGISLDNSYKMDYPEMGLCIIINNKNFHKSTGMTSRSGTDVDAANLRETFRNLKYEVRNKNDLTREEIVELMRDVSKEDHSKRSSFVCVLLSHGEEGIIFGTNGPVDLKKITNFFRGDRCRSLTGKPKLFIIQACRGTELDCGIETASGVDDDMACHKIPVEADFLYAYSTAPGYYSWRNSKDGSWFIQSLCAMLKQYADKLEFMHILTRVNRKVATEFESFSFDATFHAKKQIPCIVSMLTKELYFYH
#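 Assay system: Autoprocessing-dead procaspase-3 D3A mutant enzyme; also added: Ac-DEVD-pNA; doses: one concentration, 8.5 µM nominal, 0.8% DMSO; times: 1 h compound preincubation, 2 h substrate hydrolysis at 25 °C; technique: 405 nm absorbance of p-nitroaniline, reads at 0 and 120 min; measure: % activation between DMSO and enzyme-spiked controls; repeats: single replicate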
# procasp7 counter = procaspase-7 activators, primary screen, counter-screen for procaspase-3 activator project, biochemical, absorbance, HTS, human. activation, % at 8.5 µM. recombinant procaspase-7, Ac-DEVD-pNA absorbance 405 nm; D23A/D198A/D206A triple mutant, cannot self-cleave; scale: DMSO 0, 5 µM enzyme 100. Caspase-7 (Homo sapiens), P55210. 330,000 compounds, 0.093% hits. AID 463210, 2010;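 active = percent activation above the screen-wide mean plus 3 SD, cut at about 25% in these data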
# Target sequence (P55210 whole entry D23A/D198A/D206A): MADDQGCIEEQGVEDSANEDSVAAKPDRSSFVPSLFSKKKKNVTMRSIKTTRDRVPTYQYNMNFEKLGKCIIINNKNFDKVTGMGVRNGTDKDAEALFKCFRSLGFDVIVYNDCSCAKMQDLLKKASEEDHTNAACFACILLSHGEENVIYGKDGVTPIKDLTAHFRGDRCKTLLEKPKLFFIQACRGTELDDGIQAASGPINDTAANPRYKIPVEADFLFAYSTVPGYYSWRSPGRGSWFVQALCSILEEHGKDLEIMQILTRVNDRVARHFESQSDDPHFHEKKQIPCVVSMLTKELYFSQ
#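 Assay system: Uncleavable procaspase-7 mutant enzyme | Input: 2 µM procaspase-7 mutant as dispensed | Timing: 1 h compound preincubation, 2 h substrate cleavage, 25 °C | Repeats: One well per compound | Control set: DMSO wells as 0%, DMSO with 5 µM added PC-7 as 100% | Technique: Epi-absorbance of released pNA at 405 nm, two timepoints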
# An asterisk follows results filed as active; . = not tested or not shown.
SMILES,TPT1 inh,AHR act,PP1 inh,PP5 inh,Fh CTSL1 inh,PAFAH2 FP inh,HCV core dimer,proCasp3 act,procasp7 counter
O=c1c2ccccc2cnn1Cc1cccc(Br)c1,-6,1,-3,-0.4,2,2,1,5,2
CCn1c(SCC(N)=O)nnc1-c1ccc(OC)c(OC)c1,0,1,-4,1.1,2,1,-4,-7,0
CCOP(=O)(OCC)C(C)(C)NC(=O)c1cc([N+](=O)[O-])cc([N+](=O)[O-])c1,0,-6,-3,1.9,3,1,4,11,7
CCc1cc(-c2n[nH]c(C)c2-c2nc(C)cs2)c(O)cc1OC,-1,3,5,4.6,0,6,-1,-8,16
O=C(c1cc2ccccc2oc1=O)N1CCN(S(=O)(=O)c2ccccc2)CC1,-1,0,-4,-0.5,1,2,8,6,3
Cc1cc(C(=O)COc2cc(F)ccc2[N+](=O)[O-])c(C)n1CC1CCCO1 (stereo unspecified),.,5,.,.,.,-4,.,3,2
Cc1ccc(OCC(=O)N(Cc2cccc(Cl)c2)C2CCS(=O)(=O)C2)cc1C (stereo unspecified),-2,16,3,4.5,-2,2,-6,8,0
Cc1c(Br)c([N+](=O)[O-])nn1CC(=O)N1CCc2ccccc2C1,-2,5,-2,1.6,-2,-5,1,-6,-3
COc1cc([N+](=O)[O-])ccc1NC(=O)CN1CCCC1,1,4,-1,-1.7,2,1,-1,7,7
CCN(CC(=O)NCc1ccc(Cl)cc1)C(=O)c1ccc(C#N)cc1,-1,-1,1,0.4,-6,-5,7,-2,-13
O=C(NCc1ccc2c(c1)OCO2)C1CC(=O)N(C2CCCC2)C1 (stereo unspecified),2,2,-3,1.0,0,0,7,-2,1
CC1CCCN(CCCNC(=O)c2ccc3c(c2)N(Cc2ccccc2F)C(=O)c2ccccc2S3(=O)=O)C1 (stereo unspecified),2,3,0,-0.1,-4,-3,-14,12,8
C#CCONC(=O)c1cc(OCC(F)(F)F)ccc1OCC(F)(F)F,-2,2,-4,-1.2,-3,-8,-5,7,-1
O=C(NC1CCCCC1)c1ccc(-c2ccccc2[N+](=O)[O-])o1,-2,59*,-1,2.2,1,6,2,4,3
O=C(NCCc1c[nH]c2ccccc12)C(=O)NCC(c1cccnc1)N1CCN(c2ccccc2)CC1 (stereo unspecified),-1,8,1,3.2,-1,-2,4,-3,-9
CC(O)CNc1ncnc2cc(-c3ccc(F)cc3)sc12 (stereo unspecified),-3,14,-4,3.1,-2,1,-3,-20,-22
Cc1[nH]c2ccccc2c1/C=N/NC(=O)C1CC1(c1ccccc1)c1ccccc1 (stereo unspecified),14,13,2,4.7,-2,-10,-2,3,2
Cc1nn(Cc2nnc(SCC(=O)Nc3ccc(Cl)cc3)n2C)c(C)c1[N+](=O)[O-],-2,-3,2,-1.2,3,.,1,9,2
Cc1cccc(NC(=O)NC2(C)CCS(=O)(=O)C2)c1 (stereo unspecified),-4,1,-2,0.2,6,1,1,-4,-3
O=C(CNC(=O)c1cc(Cl)cc([N+](=O)[O-])c1)OCC(=O)N1CCCCC1,.,0,-3,1.7,.,-2,.,9,-3
O=C(Cn1cnc2ccccc21)Nc1ccc(C(=O)O)cc1,0,1,-2,0.3,-1,-5,-3,-1,-9
COc1cc(C(=O)NC(=S)N(CCC#N)Cc2cccnc2)cc(OC)c1OC,.,3,.,.,.,-4,.,-10,-13
O=C(NCCCc1nc2ccccc2[nH]1)c1cccs1,-1,5,-2,-3.2,-2,-6,2,-3,7
O=C(NCCCN1CCOCC1)C(=O)N/N=C/c1ccc2c(c1)OCO2,-1,4,1,1.8,-1,0,0,2,-5
O=C(CNS(=O)(=O)c1ccccc1F)OCC(=O)c1c[nH]c2ccccc12,.,18,1,1.9,.,3,.,7,9
O=c1[nH]cc(S(=O)(=O)N2CCN(c3cccc(C(F)(F)F)c3)CC2)c(=O)[nH]1,-2,4,16*,-2.2,0,3,-9,-4,8
COCC(=O)N1CCC(Oc2ccc(C(=O)NCc3cc(C(C)C)no3)cc2)CC1,2,2,3,-3.9,6,0,-5,3,-3
COc1ccc(CCC(=O)c2ccc(OC)cc2)cc1,2,-1,0,2.6,-4,.,-9,-9,2
COc1ccc(N2CCN(C(=O)COC(=O)Cc3ccc(F)cc3)CC2)cc1,4,3,-2,-0.2,0,7,3,4,5
CCOC(=O)c1ccc2nc(C(F)(F)F)[nH]c(=O)c2c1,1,7,-11,2.9,-6,2,-6,1,2
O=C(NCc1csc(-c2cccs2)n1)Nc1ccc(F)cc1F,-2,-3,-2,0.1,-2,0,4,2,0
C=CCOc1cccc(C(=O)NC(c2ccccc2)C(C)C)c1 (stereo unspecified),0,9,0,-0.7,-2,-2,0,-4,0
O=C(c1cccnc1)N1C2C=CC(C2)C1(C(F)(F)F)C(F)(F)F (stereo unspecified),-3,-3,1,-0.6,-4,-6,4,-2,7
COc1ccccc1CNC(=O)c1cc(C(C)=O)c[nH]1,-2,1,0,0.7,0,9,-2,5,10
COc1ccc([C@@H]2CC=C(C(=O)O)[C@H](c3ccccc3F)N2S(=O)(=O)c2ccc(C)cc2)cc1OC,-2,-3,2,0.1,0,5,5,3,3
Nc1n[nH]c(-c2ccc(Br)cc2)c1Cl,2,62*,-2,1.7,1,-1,-1,5,6
Cc1cc(SCC(=O)c2ccc(O)c(O)c2)nc2ccccc12,1,-3,-5,0.8,-1,31*,6,-1,-4
Cc1c(CCC(=O)NCCCC(=O)O)c(=O)oc2cc3oc4c(c3cc12)CCCC4,1,-3,-1,0.4,1,0,4,7,-4
Nc1nc2c(F)cccc2s1,1,5,-8,-8.6,-9,1,-12,-3,-3
CCn1c(C)nnc1SCC(=O)Nc1cccc(Cl)c1,-2,9,0,1.5,-2,8,0,10,3
O=C(CN1C(=O)C(=O)N(Cc2ccccc2)C1=O)Nc1ccc(OC(F)F)cc1,.,0,-3,-1.8,.,2,.,0,2
CCCCC1=CC2=C(c3ccco3)C(=O)C(C)(OC(=O)c3ccc(OC)cc3)C(=O)C2=CN1C1CCCC1 (stereo unspecified),-14,4,5,4.6,2,.,59*,-6,-10
O=C(CC(c1ccccc1)c1ccccc1O)N1CCCCC1 (stereo unspecified),2,3,5,-0.9,0,-5,-1,-2,4
CCOC(=O)c1ccccc1N1C(=O)C2Sc3[nH]c(=O)sc3C(/C=C/c3ccccc3)C2C1=O (stereo unspecified),-26,13,8,4.0,4,18,29,-4,-6
CC1CCCN(C(=O)c2ccc(CNc3c(N4CCCCC4)c(=O)c3=O)cc2)C1 (stereo unspecified),-1,-2,-1,0.9,0,-1,4,4,-1
COc1ccc(/C(C)=C(\C#N)C(=O)OC(C)C)cc1OC,0,-1,0,-0.3,-1,-8,-1,6,-1
O=C(c1nc2ccccn2c1CN1CCCC(O)C1)N1CCN(C2CCCCC2)CC1 (stereo unspecified),-6,5,-2,0.7,-1,3,-3,-5,6
N#Cc1cc([N+](=O)[O-])ccc1NC(=O)COC(=O)C1CCC(=O)N1 (stereo unspecified),.,6,.,.,.,3,.,3,3
CN(CC(=O)NC(=O)NCc1ccccc1)Cc1ccc(Cl)c(Cl)c1,-3,0,5,0.5,2,-6,-3,-1,-5
CCOC(=O)/C=C1\Nc2ccccc2OC1=O,6,19,-4,-0.7,0,-6,-6,-19,-13
Cc1cc(F)ccc1NS(=O)(=O)c1c(C(=O)N2CCOCC2)c(C)n(C)c1C,0,-2,-3,-0.3,2,7,-5,-1,-7
CCOc1ccc(C(=O)/C=C/Nc2ccc(S(=O)(=O)N=C(N)N)cc2)cc1,1,-1,-1,-3.5,3,-11,18,9,1
CCOc1ccc(S(=O)(=O)N2CCN(C(=S)NCc3ccco3)CC2)cc1,0,-1,0,3.3,-1,5,11,1,2
CNC(=O)NC(=O)COC(=O)CCCOc1ccc(OC)cc1,3,1,2,2.8,-8,-7,3,5,-6
CN1CCN(S(=O)(=O)c2cccc(C(=O)Nc3ccc(Br)cc3Br)c2)CC1,-1,11,-1,1.9,-4,2,1,5,7
CCOc1ccc(S(=O)(=O)N(CC(=O)NCc2cccnc2)c2ccc(F)cc2)cc1,0,-1,4,-0.4,0,5,-2,-2,4
CC(=O)N1CCCc2cc(S(=O)(=O)N3CCCC(C(=O)NCc4ccccc4Cl)C3)ccc21 (stereo unspecified),2,-2,-1,0.1,1,3,1,-1,3
O=C(N/N=C1\CCSc2ccc(F)cc21)c1cccnc1,-2,9,-2,0.3,-2,-2,0,0,9
CCCCCn1c(SCCc2ccccc2)nc2c1c(=O)[nH]c(=O)n2C,-2,1,0,2.3,5,1,7,7,0
Cc1ccc(CNS(=O)(=O)c2c(C(=O)N3CCCCC3)c(C)n(C)c2C)o1,-1,1,-5,-1.3,-2,2,6,-5,1
# Next section:
SMILES,TPT1 inh,AHR act,PP1 inh,PP5 inh,Fh CTSL1 inh,PAFAH2 FP inh,HCV core dimer,proCasp3 act,procasp7 counter
CCN(CCNCC(O)COc1ccccc1C(C)C)c1cccc(C)c1 (stereo unspecified),1,2,13,6.9,2,10,-9,-4,-10
O=C1c2ccccc2C2=Nc3ccccc3SC(c3ccc(Cl)cc3)C12 (stereo unspecified),4,30,6,6.0,4,-15,15,4,1
COc1ccccc1C(=O)Nc1ccc(C(=O)c2ccccc2)cc1,2,-2,1,5.0,3,-4,12,-3,3
CCOc1cc(C2CC(=O)c3c(ccc4ccccc34)N2)ccc1O (stereo unspecified),4,11,-9,2.7,5,-3,-5,11,7

# Compound activity as filed in PubChem.
